ADAM10 inh: inhibits human ADAM10 | O14672 | hit rate 0.62% among 370,000 | recombinant ADAM10, EDANS/DABCYL FRET peptide cleavage, 3 h | inhibition, % at 7 µM;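 active means inhibition above a per-campaign cutoff equal to the mean of compounds falling between control-based bounds plus 3 SD, cut at about 20% in these data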;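 further: 0% = DMSO wells while the 100% control is not disclosed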
PLCg1 inh: PLC-gamma1 (human) inhibition, primary screen; inhibition, % at 12.2 µM; hit rate 0.84% among 370,000; P19174; purified PLC-gamma1, fluorogenic substrate, fluorescence; in the data active means inhibition above about 9.5%
TDP2 absorb: blocks human TDP2 phosphodiesterase activity. O95551. recombinant TDP2, T5PNP hydrolysis, p-nitrophenol absorbance 415 nm. inhibition, % at 12.8 µM. hit rate 0.34% among 370,000;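 active means inhibition above the mean of all tested compounds plus 3 SD, set per campaign, cut at about 25% in these data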;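 further: 0% = DMSO with enzyme and 100% = buffer with substrate but no TDP2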
Target sequence (O95551 whole entry, looked up): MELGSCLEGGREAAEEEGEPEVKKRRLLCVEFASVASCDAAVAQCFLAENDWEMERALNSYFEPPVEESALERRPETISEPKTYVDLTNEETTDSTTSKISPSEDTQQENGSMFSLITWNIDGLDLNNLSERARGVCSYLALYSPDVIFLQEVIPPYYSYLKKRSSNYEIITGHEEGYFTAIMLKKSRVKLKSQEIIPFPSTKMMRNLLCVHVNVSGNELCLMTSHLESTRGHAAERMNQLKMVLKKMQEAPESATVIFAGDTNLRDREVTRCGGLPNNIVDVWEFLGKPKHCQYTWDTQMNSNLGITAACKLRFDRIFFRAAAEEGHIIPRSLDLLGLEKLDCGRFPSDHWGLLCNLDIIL
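System – recombinant human TDP2 · Amount – 120 nM TDP2 per well · Buffer or medium – Mg2+-containing Tris-HCl buffer, pH 7.5 · Reagent – T5PNP substrate, 5 mM · Dosing – 12.8 µM single point, 1% DMSO · Incubation – 2 h at 37 °C · Measured by – epi absorbance · Read-out basis – percent inhibition · Benchmarks – high control without enzyme, low control DMSO plus TDP2 · Repeats – singlicate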
ASAP1 GAP inh: ASAP1 ArfGAP inhibition. hit rate 0.19% among 360,000. inhibition, % at 16.5 µM. AID 624377. ASAP1-stimulated ARF1 GTP hydrolysis, GDP FP detection. Q9ULH1; in the data active means inhibition above about 25%;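 further: 0% = vehicle with enzyme and substrate and 100% = no enzyme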
ADAM17 inh: ADAM17 inhibition, QFRET primary screen. recombinant ADAM17, EDANS/DABCYL FRET peptide cleavage. P78536. AID 720648. hit rate 0.83% among 370,000. inhibition, % at 6.95 µM;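 active means inhibition above the mean of compounds lying between control limits plus 3 SD, set per campaign, cut at about 8.5% in these data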;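 further: 0% = DMSO-only wells as the low control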
Target sequence (P78536 215-824 limits assumed): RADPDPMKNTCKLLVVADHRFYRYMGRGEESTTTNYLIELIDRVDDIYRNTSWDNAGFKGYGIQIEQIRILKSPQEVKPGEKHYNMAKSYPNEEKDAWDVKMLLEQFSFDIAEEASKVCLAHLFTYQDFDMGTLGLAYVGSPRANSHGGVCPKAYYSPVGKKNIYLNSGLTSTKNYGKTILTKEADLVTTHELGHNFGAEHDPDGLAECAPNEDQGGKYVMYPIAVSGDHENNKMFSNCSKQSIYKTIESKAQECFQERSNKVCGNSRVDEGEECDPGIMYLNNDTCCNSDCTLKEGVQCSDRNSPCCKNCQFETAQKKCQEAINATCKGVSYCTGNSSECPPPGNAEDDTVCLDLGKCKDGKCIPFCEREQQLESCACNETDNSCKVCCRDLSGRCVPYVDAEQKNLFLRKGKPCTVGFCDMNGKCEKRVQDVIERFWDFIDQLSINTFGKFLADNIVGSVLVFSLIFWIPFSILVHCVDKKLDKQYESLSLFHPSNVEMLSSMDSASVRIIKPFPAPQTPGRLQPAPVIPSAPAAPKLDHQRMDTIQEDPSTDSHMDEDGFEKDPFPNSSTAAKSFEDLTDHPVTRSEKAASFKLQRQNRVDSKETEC
PLCb3 inh: inhibitors of human phospholipase C beta3 | Q01970 | Purified PLC-beta3, fluorogenic substrate, fluorescence | inhibition, % at 12.2 µM | hit rate 0.18% among 370,000; in the data active means inhibition above about 11%;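 further: 0% = median of compound wells on plate and 100% = full blocker control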
DDE Tn7 FP inh: disrupts Tn7 cyclic peptide binding to fibrin D-Dimer-E complex | FP displacement of FITC-Tn7 peptide from fibrin DD(E); 0% = median of compound wells per plate | inhibition, % at 8.3 µM | hit rate 0.13% among 370,000 | AID 720508;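 active means inhibition above the mean of compounds falling within the control limits plus 3 SD of them, cut at about 14% in these data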;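 further: 0% = plate median of compound wells and 100% = 10 µM Aha-Tn7 peptide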
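Test system: human clot-derived fibrin DD(E) complex / Quantity: 2 µM final DD(E) protein / Incubation: 10 min plus 3 h, room temperature / Measured by: fluorescence polarization / Benchmarks: high control of 10 µM Aha-Tn7 peptide / Replicates: singlicate testing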
ARFGAP1 inhibitor: inhibits rat ARF GTPase activating protein 1. Arfgap1-stimulated ARF1 GTP hydrolysis, GDP FP detection. hit rate 0.26% among 360,000. inhibition, % at 16.5 µM. AID 651572. Q62848;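 active means inhibition above a per-plate limit, mean inhibition of low control wells plus 3 SD, cut at about 25% in these data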;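 further: 0% = DMSO wells with enzyme and 100% = wells lacking Arfgap1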
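Assay system: purified rat His6-Arfgap1 residues 1-136 (GAP domain); Reagent: human Δ17 ARF1 bound to GTP; Dosing: 16.5 µM single point, 1.26% DMSO; Times: GTP hydrolysis reaction 2 h at 25 °C; Signal: FP, GDP Alexa 633 tracer displaced from anti-GDP antibody, 620/688 nm; Measure: % inhibition from polarization.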
SIAE primary: inhibitors of human sialic acid acetylesterase SIAE; Q9HAT2; SIAE FP-Rh probe binding, fluorescence polarization; inhibition, % at 9.66 µM; hit rate 0.69% among 370,000;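 active means inhibition above a cutoff: mean of compounds within the control limits plus 3 SD of those, cut at about 17% in these data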;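 further: 0% = plate median of compound wells and 100% = probe without SIAE protein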
Tn6 DDE FP: disrupts Tn6 cyclic peptide binding to fibrin D-Dimer-E complex; P02675; Fibrin DD(E) TRITC-Tn6 fluorescence polarization displacement; inhibition, % at 8.3 µM; hit rate 0.21% among 370,000;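 active means inhibition above a per-campaign cutoff: mean of compounds within control limits plus 3 SD, cut at about 15% in these data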;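 further: 0% = median of all compound wells on the plate and 100% = blocking peptide control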
An asterisk follows results filed as active.

item	Structure	ADAM10 inh	PLCg1 inh	TDP2 absorb	ASAP1 GAP inh	ADAM17 inh
1	Oc1ccc(Cl)cc1CNCc1ccc(F)c(F)c1	4	2	-5	-5	0
2	CCc1ccc(S(=O)(=O)NCc2ccc(C(=O)NCCN(Cc3ccccc3)C(C)C)cc2)cc1	-5	-10	-8	-1	7
3	CC(C)Cn1c(N)c(C(=O)COC(=O)c2cc(S(=O)(=O)N3CCOCC3)ccc2Br)c(=O)n(C)c1=O	4	0	-5	3	5
4	CCCCNC(=O)C1(C)CCN1C(=O)c1ccccc1Br (stereo not given)	-11	-3	5	7	-6
5	C=CCSc1nc(N)cc(=O)[nH]1	-7	0	-6	3	-2
6	Cn1c(SC/C=C/c2ccccc2)nnc1-c1cccs1	-2	-1	0	16	-1
7	COC(=O)[C@@]12C[C@@H](CC(=O)N3CCN(C(=O)c4ccco4)CC3)C(=O)N(CCc3ccc(OC)c(OC)c3)C1=CCC(C)(C)C2	-1	3	-2	6	3
8	CN(c1ccc(OCC(=O)NCc2cccnc2)cc1)S(=O)(=O)c1ccc(Cl)cc1	-4	-1	1	0	-1
9	CCC(C)N1C(=O)S/C(=C/c2ccc(N3CCOCC3)cc2C)C1=O (stereo not given)	7	-30	1	10	0
10	Cc1cc(=O)c2c(O)c(O)ccc2o1	-178	-47	-8	0	-51
11	COc1cccc(CNC(=O)CS(=O)(=O)Cc2nc(-c3ccc(C)cc3)oc2C)c1OC	10	0	7	4	-1
12	O=C(COc1ccccc1-c1ccccc1)N/N=C/c1ccc2ccccc2c1	0	2	-10	-16	0
13	O=C(Cc1cc(C(=O)O)c2ccccc2n1)Nc1ccccc1	12	-9	-5	1	0
14	COc1ccc(CCNC(=O)CCNS(=O)(=O)c2cccc3nonc23)cc1OC	4	-5	8	-2	-4
15	O=C1C2CC=C(Cl)CC2C(=O)N1CCc1ccccc1 (stereo not given)	-7	-89	-16	-11	9

item	PLCb3 inh	DDE Tn7 FP inh	ARFGAP1 inhibitor	SIAE primary	Tn6 DDE FP
1	3	-5	4	12	2
2	-14	-9	-1	-2	-2
3	-2	5	3	-13	3
4	3	4	6	-7	-2
5	-6	-1	2	3	0
6	2	1	13	3	-2
7	4	-7	6	3	2
8	-7	5	9	-4	-3
9	-40	-3	11	3	-4
10	-63	-1	-22	3	-2
11	-1	6	-9	3	-4
12	0	-9	0	-2	-8
13	-14	5	1	-5	3
14	0	-2	-3	-3	-2
15	-138	1	-13	6	3

Continuation.
item	Structure	ADAM10 inh	PLCg1 inh	TDP2 absorb	ASAP1 GAP inh	ADAM17 inh
16	NC(=O)CCSC(=S)N1CCOCC1	-5	2	14	1	-2
17	c1ccc(Oc2nnc(-c3cccs3)c3ccccc23)cc1	4	0	5	-5	-2
18	CCOC(=O)c1c(C)[nH]c(C(=O)OCC(=O)Nc2ccccc2)c1C	-3	-12	-9	-10	1
19	C/C(=C\c1cccc(Br)c1)C(=O)c1c(C)cc(C)[nH]c1=O	6	-3	-3	4	-7
20	Cc1ccc(S(=O)(=O)c2nc(Nc3ccccc3N3CCOCC3)sc2Cl)cc1	4	0	1	3	0
21	COc1ccc(OC)c(/C=N/NC(=O)c2nnn(-c3nonc3N)c2-c2cccs2)c1	-341	-50	-11	-3	-39
22	O=C(CC1C(=O)NCCN1Cc1cccc(Oc2ccccc2)c1)NCCc1ccccn1 (stereo not given)	-5	-5	-6	-3	-1
23	O=C(COC(=O)C1(c2ccc(Cl)cc2)CCCC1)NCc1ccco1	-5	-2	10	-4	-3
24	COC(=O)c1ccc(N2CCN(C)CC2)c(NC(=O)COc2ccccc2Cl)c1	-7	2	-21	4	2
25	Cc1ccc(OCc2nnc(SCC(=O)N3CCOCC3)n2C)cc1	0	1	-6	13	-3
26	CSc1ccccc1NC(=O)CN(Cc1ccc(Cl)cc1)S(C)(=O)=O	8	-1	1	2	-3
27	COc1ccc(-n2c(=S)[nH]c3ccccc3c2=S)cc1	11	2	2	3	4
28	Cc1ccc(S(=O)(=O)N2CCCC2CNC(=O)c2ccc(F)c(F)c2)cc1 (stereo not given)	-9	-3	-3	-5	0
29	COc1ccc(/C=C2/C(=O)N=C(N)N2C)cc1OC	4	2	-16	11	2
30	O=C(NCc1ccc(OC(F)(F)F)cc1)c1cccc2c1C(=O)c1ccc(N3CCCCC3)cc1S2(=O)=O	0	-15	-2	15	-6

item	PLCb3 inh	DDE Tn7 FP inh	ARFGAP1 inhibitor	SIAE primary	Tn6 DDE FP
16	-6	0	2	-2	-3
17	3	-1	-2	2	3
18	-19	3	9	-27	-1
19	-6	-5	18	-3	-1
20	1	-5	-11	14	8
21	-77	-1	11	0	-3
22	-8	-6	2	3	-2
23	-10	-2	-15	-4	-6
24	0	-7	27*	0	-3
25	0	5	11	0	8
26	1	5	0	-4	7
27	-2	-4	7	6	-4
28	-2	-3	-8	0	1
29	0	-3	7	-2	1
30	-20	0	1	-3	-1

Another view of part of the listing above.
cpd | compound | ADAM10 inh | PLCg1 inh | TDP2 absorb | ASAP1 GAP inh | ADAM17 inh | PLCb3 inh | DDE Tn7 FP inh | ARFGAP1 inhibitor | SIAE primary | Tn6 DDE FP
2 | CCc1ccc(S(=O)(=O)NCc2ccc(C(=O)NCCN(Cc3ccccc3)C(C)C)cc2)cc1 | -5 | -10 | -8 | -1 | 7 | -14 | -9 | -1 | -2 | -2
3 | CC(C)Cn1c(N)c(C(=O)COC(=O)c2cc(S(=O)(=O)N3CCOCC3)ccc2Br)c(=O)n(C)c1=O | 4 | 0 | -5 | 3 | 5 | -2 | 5 | 3 | -13 | 3
4 | CCCCNC(=O)C1(C)CCN1C(=O)c1ccccc1Br (stereo not given) | -11 | -3 | 5 | 7 | -6 | 3 | 4 | 6 | -7 | -2
5 | C=CCSc1nc(N)cc(=O)[nH]1 | -7 | 0 | -6 | 3 | -2 | -6 | -1 | 2 | 3 | 0
6 | Cn1c(SC/C=C/c2ccccc2)nnc1-c1cccs1 | -2 | -1 | 0 | 16 | -1 | 2 | 1 | 13 | 3 | -2
7 | COC(=O)[C@@]12C[C@@H](CC(=O)N3CCN(C(=O)c4ccco4)CC3)C(=O)N(CCc3ccc(OC)c(OC)c3)C1=CCC(C)(C)C2 | -1 | 3 | -2 | 6 | 3 | 4 | -7 | 6 | 3 | 2

The results go on:
item	Structure	ADAM10 inh	PLCg1 inh	TDP2 absorb	ASAP1 GAP inh	ADAM17 inh
31	CCOc1nc(-c2ccccc2)ccc1-c1noc(COc2ccccc2)n1	-33	-11	-4	-11	-16
32	O=C(NCC(=O)N1CCN(c2ncccn2)CC1)c1ccc(F)cc1	-12	0	-3	5	-2
33	CN(C)c1cccc(CNC(=O)c2csc(COCCO)n2)c1	5	7	1	8	1
34	CCc1nc2ccccc2c(C(=O)OC2CCOC2=O)c1C (stereo not given)	2	-1	3	4	-5
35	COc1ccc(CNC(=O)c2c(O)c3cc(OC)c(OC)cc3[nH]c2=O)cc1OC	-4	-4	8	5	-5
36	COc1ccccc1N(CC(=O)NCc1ccc2c(c1)OCO2)C(=O)CCC(=O)Nc1nccs1	3	-3	-6	-9	1
37	COc1ccc(Oc2nnc(-c3ccccc3)cc2C#N)cc1	2	2	2	-3	-2
38	Cc1[nH][nH]c(=O)c1C(c1ccc(F)cc1)c1c(C)[nH][nH]c1=O	-2	2	6	9	0
39	O=C(NCCCOc1ccc([N+](=O)[O-])cc1Cl)OCc1ccccc1	13	0	-10	-5	2
40	COc1ccc(C(=O)CSc2nnc(-c3ccccc3)o2)cc1	-1	-2	7	2	-7
41	NC(CCc1ccccc1)c1csc(NC(=O)Nc2cccc(Cl)c2)n1 (stereo not given)	2	3	4	3	3
42	COc1cc(OC)cc(C(=O)N2CCN(Cc3ccccc3Br)CC2)c1	13	7	-10	15	3
43	CCCCCCCCN1C(=O)[C@@H](CC(=O)NCCCCc2ccccc2)C[C@@]2(C(=O)OC)C1=C[C@H](C(C)(C)C)O[C@@H]2C	-3	-3	-1	1	-4
44	O=C(NC(=S)Nc1ccc2oc(-c3cccnc3)nc2c1)c1cccc(Cl)c1	-6	-5	-3	-9	-9
45	Cc1cc(C)cc(-n2ncc3c2CCCC3NC(=O)c2cc(C)oc2C)c1 (stereo not given)	3	1	20	6	2

item	PLCb3 inh	DDE Tn7 FP inh	ARFGAP1 inhibitor	SIAE primary	Tn6 DDE FP
31	-12	4	-12	-12	0
32	-10	-6	-8	22*	4
33	6	2	-8	1	1
34	0	4	5	6	-3
35	-6	-3	-16	-2	-2
36	-3	1	4	7	-5
37	2	-3	2	13	-9
38	-3	-5	-11	1	5
39	2	-4	13	-4	-4
40	0	-2	-3	11	9
41	3	2	0	0	-13
42	5	-15	4	-3	-5
43	1	-2	-4	4	5
44	-5	-3	-3	0	3
45	-2	-1	-7	-1	4

Carrying on.
item	Structure	ADAM10 inh	PLCg1 inh	TDP2 absorb	ASAP1 GAP inh	ADAM17 inh
46	COC(=O)[C@]1(Cc2ccccc2)N[C@H](c2ccc(-c3ccc4c(c3)OCO4)cc2)[C@@H]2C(=O)N(C)C(=O)[C@@H]21	-6	-9	-5	2	-3
47	CC(C)C[C@@H](CN1CCC[C@@H]1CN1C(=O)C(=O)NC[C@@H]1Cc1ccccc1)N1C[C@H](Cc2ccc(O)cc2)N(CC2CCCCC2)C(=O)C1=O	-2	3	6	-4	-4
48	Cc1cc(N2CCN(C)CC2)nc2ccc(NC(=S)N3CCCCCC3)cc12	-134	-53	-17	-4	-43
49	Cc1cccc2sc(N(CCCN(C)C)C(=O)COc3ccc(Cl)cc3)nc12	-4	2	0	14	-1
50	Cc1nc(Nc2cccc(Cl)c2)c2oc3ccccc3c2n1	-75	-134	5	15	-37
51	O=C(COc1ccc(Cl)cc1Cl)Nc1ccc(CN2CCCCC2)cc1	-11	4	1	3	-1

item	PLCb3 inh	DDE Tn7 FP inh	ARFGAP1 inhibitor	SIAE primary	Tn6 DDE FP
46	-12	1	-1	7	3
47	3	-3	7	-4	-6
48	-89	-1	6	-2	14
49	-6	-5	8	4	6
50	-190	3	18	-16	3
51	1	-1	13	3	2

Rewritten as tab-separated lines: entries from further up
nr	smiles	ADAM10 inh	PLCg1 inh	TDP2 absorb	ASAP1 GAP inh	ADAM17 inh	PLCb3 inh	DDE Tn7 FP inh	ARFGAP1 inhibitor	SIAE primary	Tn6 DDE FP
35	COc1ccc(CNC(=O)c2c(O)c3cc(OC)c(OC)cc3[nH]c2=O)cc1OC	-4	-4	8	5	-5	-6	-3	-16	-2	-2
25	Cc1ccc(OCc2nnc(SCC(=O)N3CCOCC3)n2C)cc1	0	1	-6	13	-3	0	5	11	0	8

Source: PubChem BioAssay (The Scripps Research Institute Molecular Screening Center)
